Compound activity from PubChem BioAssay.
BAZ2B block: qHTS Assay for Inhibitors of BAZ2B | Bromodomain adjacent to zinc finger domain protein 2B (Homo sapiens), Q9UIF8 | AlphaScreen BAZ2B-H3K14Ac peptide displacement | Potency, µM (doses to about 114 µM), for the others: at the top dose activity change, negative = inhibition, usual class: inhibitors | 4.4% of 360,000 active | AID 504333, 2011; further: on the % scale 0 is the no-effect control and ±100 the full control effect; nearly all actives have a fitted effect of over 60% in size
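Complex of BAZ2B and biotin-H3K14Ac (50 nM apiece) forms over 30 min at RT, then faces library compounds up to 110 uM for another 30 min; AlphaScreen beads added, 20 min dark incubation, luminescence read.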
BLM helicase inh: qHTS Assay for Inhibitors of Bloom's syndrome helicase (BLM); AID 2528, 2010; Potency, µM (series often up to 56.1 µM), without a hit: top-dose activity change, negative = inhibition, usual class: inhibitors; recombinant BLM DNA unwinding, fluorescence dequenching; RecQ-like DNA helicase BLM (Homo sapiens), P54132; 0.2% of 350,000 active;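 further: plate controls were vehicle for no effect and no enzyme for full effect; nearly all actives have a fitted effect of over 35% in size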
APE1 inh: qHTS Assay for Inhibitors of the Human Apurinic/apyrimidinic Endonuclease 1 (APE1). 0.35% of 350,000 active. Potency, µM (titrated, usually from 65.8 µM), without a hit: at the highest dose activity change, negative = inhibition, hits mostly inhibitors. recombinant APE1, TAMRA/BHQ-2 abasic DNA cleavage fluorescence. DNA repair nuclease/redox regulator APEX1 (Homo sapiens), P27695. AID 2517, 2012;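 further: plate controls were vehicle for no effect and reference inhibitor for full effect; nearly all actives have a fitted effect of over 55% in size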
Target sequence (P27695 whole entry, looked up): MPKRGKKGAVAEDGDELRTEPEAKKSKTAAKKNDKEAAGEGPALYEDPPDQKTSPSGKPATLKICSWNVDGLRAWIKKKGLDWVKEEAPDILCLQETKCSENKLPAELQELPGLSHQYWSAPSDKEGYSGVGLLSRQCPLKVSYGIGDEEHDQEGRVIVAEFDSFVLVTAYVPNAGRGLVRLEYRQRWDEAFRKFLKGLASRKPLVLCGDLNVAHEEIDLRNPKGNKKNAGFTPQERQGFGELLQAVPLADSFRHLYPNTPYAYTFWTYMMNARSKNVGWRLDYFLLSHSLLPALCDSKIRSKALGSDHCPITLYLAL
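Activity was derived from the fluorescence gain between first and third kinetic reads (60 s intervals, ex 525/em 598 nm) after 50 nM THF-abasic TAMRA/BHQ-2 duplex was added to 0.75 nM APE1 preincubated 15 min with compound.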
G9a inh: qHTS Assay for Inhibitors of Histone Lysine Methyltransferase G9a | Potency, µM (titrated, usually from 102 µM), without a hit: at the top dose activity, negative = inhibition, usual class: inhibitors | G9a H3K9 monomethylation, AlphaScreen, 2 h | 8.8% of 350,000 active | Histone-lysine N-methyltransferase EHMT2 (Homo sapiens), Q96KQ7 | AID 504332, 2011; further: on the % scale 0 is the no-effect control and ±100 the full control effect; nearly all actives have a fitted effect of over 75% in size
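Quantitative HTS format: methyltransferase activity on a biotin-tagged H3K9 peptide is measured by AlphaScreen, using a rabbit anti-monomethyl-H3K9 antibody with streptavidin donor and anti-IgG acceptor beads. Final levels are 20 nM enzyme, 500 nM peptide, 20 uM SAM; 2 h RT.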
POLK inh: qHTS for Inhibitors of Polymerase Kappa; purified Pol kappa, fluorescent DNA synthesis assay, 10 min; Potency, µM (titrated, usually from 107 µM), for the others: at the highest dose activity, negative = inhibition, usual class: inhibitors; 0.53% of 400,000 active; further: on the % scale 0 is the no-effect control and ±100 the full control effect
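Kinetic fluorescence screen: compound preincubated 15 min RT with 10 nM enzyme; 50 nM substrate (final) initiates; reads at 0/10 min.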
Pol beta inh: qHTS Assay for Inhibitors of DNA Polymerase Beta. Potency, µM (titrated, usually from 114 µM), for inactives: at the highest dose activity change, negative = inhibition, most hits filed as inhibitors. Pol beta primer extension/strand displacement, fluorescence kinetic. 1.3% of 340,000 active. AID 485314, 2010. P06746; further: on the % scale 0 is the no-effect control and ±100 the full control effect
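Enzyme-only controls used 10 nM Pol beta; buffer lacking enzyme served as negative control. Compound preincubated 15 min, then 50 nM substrate added; 0 and 10 min reads at room temperature.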
POLI inh: qHTS for Inhibitors of Polymerase Iota. DNA polymerase iota (Homo sapiens), Q9UNA4. Pol iota fluorescent replication assay, 10 min. Potency, µM (top dose mostly 115 µM), without a hit: at the highest dose activity, negative = inhibition, usual class: inhibitors. 1% of 390,000 active
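Fluorescent replication assay read twice, at 0 min and 10 min after adding 50 nM (final) substrate. Enzyme (10 nM) and compounds were first incubated 15 min at room temperature; enzyme-free buffer wells were negative controls.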
JMJD2A Tudor: qHTS Assay for Inhibitors of JMJD2A-Tudor Domain | Lysine-specific demethylase 4A (Homo sapiens), O75164 | AlphaScreen JMJD2A-Tudor / H3K4me3 peptide binding | Potency, µM (doses to about 114 µM), without a hit: at the top dose activity change, negative = inhibition, usual class: inhibitors | 4.4% of 390,000 active | AID 504339, 2011; further: on the % scale 0 is the no-effect control and ±100 the full control effect; nearly all actives have a fitted effect of over 50% in size
POLH inh: qHTS for Inhibitors of Polymerase Eta. DNA polymerase eta (Homo sapiens), Q9Y253. recombinant Pol eta, fluorescent DNA replication assay. Potency, µM (doses to about 114 µM), inactives show top-dose activity change, negative = inhibition, actives largely listed as inhibitors. 1.2% of 390,000 active. AID 588591, 2011; further: on the % scale 0 is the no-effect control and ±100 the full control effect
Target sequence (Q9Y253 whole entry, looked up): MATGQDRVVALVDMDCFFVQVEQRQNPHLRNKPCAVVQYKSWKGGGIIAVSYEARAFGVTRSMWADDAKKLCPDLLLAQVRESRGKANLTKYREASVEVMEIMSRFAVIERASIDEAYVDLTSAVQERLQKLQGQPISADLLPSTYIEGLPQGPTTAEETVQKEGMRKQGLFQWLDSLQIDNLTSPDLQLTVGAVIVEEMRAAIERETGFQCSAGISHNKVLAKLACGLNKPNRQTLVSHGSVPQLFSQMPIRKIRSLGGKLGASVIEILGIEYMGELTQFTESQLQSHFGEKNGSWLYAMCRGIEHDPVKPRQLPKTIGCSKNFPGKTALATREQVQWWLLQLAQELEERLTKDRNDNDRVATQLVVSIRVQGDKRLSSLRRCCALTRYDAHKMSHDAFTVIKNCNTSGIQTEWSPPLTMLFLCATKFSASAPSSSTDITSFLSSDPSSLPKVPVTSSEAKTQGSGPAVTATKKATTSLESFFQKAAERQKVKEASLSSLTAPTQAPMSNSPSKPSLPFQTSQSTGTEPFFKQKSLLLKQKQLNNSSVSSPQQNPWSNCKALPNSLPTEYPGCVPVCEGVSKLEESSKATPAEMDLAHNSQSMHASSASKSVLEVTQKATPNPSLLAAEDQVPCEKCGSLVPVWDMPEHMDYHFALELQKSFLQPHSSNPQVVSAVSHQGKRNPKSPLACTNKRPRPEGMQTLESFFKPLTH
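Pol eta at 10 nM preincubated with compounds 15 min at room temperature; reaction started with fluorescent substrate (50 nM final) and read kinetically at 0 and 10 min.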
The depositor's hits bear a star; ? = inconclusive; . = not tested or not shown; & = joins results of further samples; ! = not active in a repeat; [ ] = dose if it differs, or a comment. The call rests on the fitted dose curve; in most records, active means well fitted curve in the direction sought with a large enough effect; inconclusive means small, poorly fitted or top-dose-only effect, or another doubt; inactive means no such curve, though single readings can be large; an effect the other way counts as inactive or inconclusive. Potency means the concentration at half of the fitted maximal effect. The list is partial. The share of hits here may be higher or lower than overall.

SMILES	BAZ2B block	BLM helicase inh	APE1 inh	G9a inh	POLK inh	Pol beta inh	POLI inh	JMJD2A Tudor	POLH inh
COc1ccc(-c2oc3ccccc3c2C(=O)OCc2ccccc2OC)cc1	57%[activator]	-4%	17%	2%	0%	-1%	13%	76%[activator]	-11%
CCn1c(SCC(=O)OCC(=O)N2c3ccccc3NC(=O)C2(C)C)nnc1-c1ccco1	-20%	0%	2%	?	-1%	-5%	6%	-12%	13%
CCOc1ccc(NC(=O)Cn2nc(C(N)=O)c3ccccc3c2=O)cc1S(=O)(=O)N1CCCC1	-34%	.	-12%	-110%[12.7 µM]	13%	.	9%	-14%	-9%
CN(c1ccccc1)S(=O)(=O)c1ccc(NC(=O)c2ccc(F)cc2)cc1	.	.	.	.	-5%	.	24%	-10%	-9%
COc1ccc(NC(=O)Nc2ccc3c(c2)CCC3)c(OC)c1	-20%	-4%	7%	-19%	9%	4%	-7%	0%	-4%
COc1cc(-c2nnc(NC(=O)c3ccc(S(=O)(=O)N4CCOCC4)cc3)o2)cc(OC)c1OC	6%	4%	14%	-42%	.	-10%	.	.	.
COC(=O)C(C)n1cnc2c(nnn2-c2ccccc2)c1=O (configuration not stated)	-5%	-1%	19%	89µM*	2%	0%	-5%	-3%	-2%
CCSc1ccc2c(c1)N(CCCN1CCN(C)CC1)c1ccccc1S2	35µM*	-6%[21.4 µM]	13%	14µM*	?	.	-13%	40µM*	-8%
CCCCCCCCSc1nnc2[nH]c(=O)cc(N)n12	-19%	-1%	12%	-9%	3%	-25%	6%	11µM*	-17%
O=c1cc(-c2ccc(Cl)cc2)oc(=O)[nH]1	-3%	-6%	-9%	33%[59 µM]	-18%	13%	5%	-13%	-1%
CC(C)CCN1CCN(Cc2ccc(N3CCNC3=O)cc2)CC1CCO (configuration not stated)	2%	0%	21%	.	12%	30%	29%	-23%	-11%
O=C(c1cc2ccc3cccnc3c2[nH]1)N1CCN(c2cccc(C(F)(F)F)c2)CC1	-34%[57.1 µM]	-1%	.	-28%[59 µM]	-15%	-19%	-18%	-32%	-19%
O=C(CCc1ccccc1)Nc1ccc(N2CCOCC2)cc1	0%	0%	-8%	?	-3%	0%	35%[activator]	-26%	12%
Cc1ccccc1NC(=O)c1ccno1	16%	-9%	68%	-5%	11%	5%	33%[activator]	-8%	-16%
O=c1c2ccccc2n(Cc2ccc(F)cc2)c(=O)n1C1CCCC1	36%	-7%	-1%	35%[59 µM]	-15%	-2%	-10%	39%[activator]	-10%

Some of these compounds in order of length of the SMILES, high to low.
SMILES	BAZ2B block	BLM helicase inh	APE1 inh	G9a inh	POLK inh	Pol beta inh	POLI inh	JMJD2A Tudor	POLH inh
COc1cc(-c2nnc(NC(=O)c3ccc(S(=O)(=O)N4CCOCC4)cc3)o2)cc(OC)c1OC	6%	4%	14%	-42%	.	-10%	.	.	.
CC(C)CCN1CCN(Cc2ccc(N3CCNC3=O)cc2)CC1CCO (configuration not stated)	2%	0%	21%	.	12%	30%	29%	-23%	-11%
O=c1cc(-c2ccc(Cl)cc2)oc(=O)[nH]1	-3%	-6%	-9%	33%[59 µM]	-18%	13%	5%	-13%	-1%

(listing goes on)
SMILES	BAZ2B block	BLM helicase inh	APE1 inh	G9a inh	POLK inh	Pol beta inh	POLI inh	JMJD2A Tudor	POLH inh
COc1ccc(NC(=O)c2c(NCc3cccs3)sc3c2CCCC3)c(OC)c1	?	-7%	.	?	0%[60.1 µM]	-7%	-6%	?	-18%
Cc1cc(O)c(-c2n[nH]c3c2C(c2cccc(O)c2)N(Cc2cccnc2)C3=O)cc1Cl (configuration not stated)	-23%	-8%	-6%	-46%[12.7 µM]	-2%	-19%	2%	-17%	?
O=C1CCCCC1S(=O)(=O)c1ccccc1 (configuration not stated)	10%	-1%	3%	3%[59 µM]	-7%	36%	33%[activator]	-10%	-8%
Cn1c(C(=O)NCCc2ccccc2)cc2sc(Cl)cc21	-2%	-7%	.	6%[59 µM]	2%	-10%	-6%	-4%	-6%
CC(C)N(CCNC(=O)c1ccc(NC2=NC3CS(=O)(=O)CC3S2)cc1)Cc1ccco1 (configuration not stated)	-24%	0%	39%	18%[12.7 µM]	-7%	7%	2%	-8%	-7%
CSCCC(NC(=O)COc1ccccc1)C(=O)NCCOc1ccccc1 (configuration not stated)	-27%	.	23%	23%[12.7 µM]	3%	.	15%	-10%	-15%
COC(=O)c1ccccc1-c1ccc(C(c2c(C)[nH][nH]c2=O)c2c(C)[nH][nH]c2=O)o1	-11%	-3%	2%	2%	-7%	9%	7.9µM*	-29%	?
Cc1ccc(NC(=O)N2CCCCC2)cc1[N+](=O)[O-]	-5%	-3%	-1%	-7%	10%	36%	17%	-12%	-2%
CNc1nc(N/N=C/c2cc3c(cc2[N+](=O)[O-])OCO3)nc(Nc2ccccc2)n1	?	-17%	4%	-29%	-10%	-5%	?	?	?
OCCN=C1CCCc2c1[nH]c1ccc(Cl)cc21	1%	-7%	0%	.	-9%	44%	25%	-12%	-1%
CCCN(Cc1nnc(-c2ccccc2Cl)o1)C(=O)COc1ccc(Cl)cc1	1%	.	-2%	3%[12.7 µM]	-21%	.	10%	-9%	-25%
Cc1nn(C)c(C)c1S(=O)(=O)N1CCC(C(=O)NCCC2=CCCCC2)CC1	14%	-1%	-1%	14%	-12%	44%	-16%	-10%	-4%
COc1ccc(N2C(=O)CS/C2=N\C(=S)Nc2ccccc2)cc1	0%	-3%	3%	?	-3%	12%	-15%[58.9 µM]	-5%	-1%
NCC(O)C1CCCCCCC1 (configuration not stated)	.	.	3%	-10%[59 µM]	0%[60.1 µM]	-2%[57.1 µM]	?	.	-1%[57.1 µM]
COc1cc(SC)ccc1C(=O)Nc1cccc(C)n1	1%	2%	-1%	15%	-1%	0%	13%	8%	-2%
COc1ccc(-c2nn(-c3ccccc3)cc2/C=N/n2cnnc2)cc1OC	1%	3%	0%	-2%[12.7 µM]	-17%	-3%	-2%	-26%	-15%
CCOc1ccc(-c2csc(N)c2C(=O)OC)cc1	?	-19%	5%	4.5µM*	1%	-14%	24%	?	-7%
COc1ccc(CNC(=O)C2CCN(S(=O)(=O)c3ccc4c(c3)CC(C)N4C(=O)C3CC3)CC2)cc1 (configuration not stated)	-14%	-6%	-1%	-8%	-7%	6%	41%[activator]	-19%	?
O/N=C/c1cn(-c2ccccc2)nc1-c1ccc2c(c1)OCCO2	?	-12%	-4%	-11%	-4%	17%	29%	-34%	-14%
Cc1cc(=O)n(Cc2ccc(F)cc2Cl)c2c1c(C)nn2-c1ccccc1	-3%	-1%	.	14%[59 µM]	-15%	0%	29%	-3%	-14%
CCCCC(=O)NCCc1ccc(OC)cc1	-4%	-4%	0%	0%[59 µM]	-2%	0%	18%	-3%	-3%
COc1cc(C#N)ccc1OCC(=O)N1CCc2ccccc2C1	0%	2%	22%	-19%	2%	37%	25%	-11%	14%
CCOC(=O)c1c(C)[nH]c(C(=O)COC(=O)CN2C(=O)C3CCCCC3C2=O)c1C (configuration not stated)	-24%	-1%	-3%	0%[12.7 µM]	-11%	9%	28%	-17%	2%
C/C(=N\NC(=O)c1cc(C(C)C)[nH]n1)c1ccco1	3%	-11%	2%	0%[59 µM]	-17%	5%	18%	-15%	-10%
O=C(COC(=O)CC1c2ccccc2CCN1S(=O)(=O)c1ccc(F)cc1)Nc1ccccc1 (configuration not stated)	2%	-4%	-9%	11%	-5%	23%	-6%	-12%	-24%
COc1ccc2c(c1OC)C(=O)N(c1cccc(/C=C/C(=O)O)c1)C2	-1%	-1%	-7%	12%	-11%	-2%	-1%	-10%	9%
CCc1nnc(NC(=O)c2ccc3c(=O)n4c(nc3c2)CCCCC4)s1	-6%	-1%	-2%	?	-4%	6%	30%	-22%	-9%
Cc1ccccc1-c1nc(S(=O)(=O)c2ccccc2)c(N2CCCC2)o1	.	.	17%	.	1%	.	-9%	-11%	-10%
CC(C)(C)NS(=O)(=O)c1ccc(CCC(=O)N2CCOCC2)cc1	8%	-3%	-2%	-18%[12.7 µM]	1%	13%	-6%	-4%	-11%
CCOC(=O)CSC1=C(C#N)C(C)C2=C(CCCC2=O)N1 (configuration not stated)	-2%	2%	16%	15%[0.0925 µM]	0%	53%	38%[activator]	8%	-12%
CCCc1nc2sc3c(c2c(=O)n1NC(=O)CCC(=O)O)CCCC3	12%	-1%	-3%	-24%	-3%	1%	-3%[58.9 µM]	-15%	4%
CCN1CCN(S(=O)(=O)c2ccc(Cl)c(C(=O)N(C)Cc3ccc(F)cc3)c2)CC1	10%	.	12%	-25%	-1%	.	71%[activator]	-12%	-16%
Cc1noc(C)c1CSCC(=O)N(C)CC(=O)Nc1ccc(Cl)cc1	-6%	-3%	3%	22%[12.7 µM]	-1%	3%	14%	-8%	-19%
CCc1ccc(NC(=O)CSc2ccccn2)cc1	-1%	-6%	-2%	-39%	-5%	0%	56%[activator]	0%	-11%
COc1ccc2[nH]c3c(NCc4ccco4)ncnc3c2c1	-38%	-10%	13%	.	-22%&-14%	?	79µM*!	-35%	?
Cc1ccc(OCc2cc(C(=O)N(C)CCc3ccccc3)no2)cc1C	39%[activator]	-9%	-8%	.	9%	4%	-3%	94%[activator]	-18%
CC(C)(C)Nc1c([N+](=O)[O-])c(=O)sc2ccccc12	-30%	-2%	6%	-47%[59 µM]	?	0%	26%	-6%	-1%
O=c1[nH]c2cc3c(cc2cc1C(c1nnnn1C1CCCC1)N1CCCc2ccccc21)OCCO3 (configuration not stated)	-1%	-1%	-4%	-11%	-8%	1%	11%	-19%	-3%

Of the compounds above, these have a tert-butyl group.
SMILES	BAZ2B block	BLM helicase inh	APE1 inh	G9a inh	POLK inh	Pol beta inh	POLI inh	JMJD2A Tudor	POLH inh
CC(C)(C)NS(=O)(=O)c1ccc(CCC(=O)N2CCOCC2)cc1	8%	-3%	-2%	-18%[12.7 µM]	1%	13%	-6%	-4%	-11%
CC(C)(C)Nc1c([N+](=O)[O-])c(=O)sc2ccccc12	-30%	-2%	6%	-47%[59 µM]	?	0%	26%	-6%	-1%
